From PubChem BioAssay
CHT PAM = CHT positive allosteric modulators, primary screen, cell-based, membrane potential dye, choline EC20 | B-score at 10 µM | High affinity choline transporter 1 (Homo sapiens), Q9GZV3 | CHT-expressing cells; stronger effect = higher value; LV-AA mutant CHT in HEK293 cells | actives 0.49% (n = 310,000);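 active means initial fluorescence not abnormally high and integrated response B-score, plate-corrected, over 3 SD above library mean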
Target sequence (Q9GZV3 whole entry, looked up): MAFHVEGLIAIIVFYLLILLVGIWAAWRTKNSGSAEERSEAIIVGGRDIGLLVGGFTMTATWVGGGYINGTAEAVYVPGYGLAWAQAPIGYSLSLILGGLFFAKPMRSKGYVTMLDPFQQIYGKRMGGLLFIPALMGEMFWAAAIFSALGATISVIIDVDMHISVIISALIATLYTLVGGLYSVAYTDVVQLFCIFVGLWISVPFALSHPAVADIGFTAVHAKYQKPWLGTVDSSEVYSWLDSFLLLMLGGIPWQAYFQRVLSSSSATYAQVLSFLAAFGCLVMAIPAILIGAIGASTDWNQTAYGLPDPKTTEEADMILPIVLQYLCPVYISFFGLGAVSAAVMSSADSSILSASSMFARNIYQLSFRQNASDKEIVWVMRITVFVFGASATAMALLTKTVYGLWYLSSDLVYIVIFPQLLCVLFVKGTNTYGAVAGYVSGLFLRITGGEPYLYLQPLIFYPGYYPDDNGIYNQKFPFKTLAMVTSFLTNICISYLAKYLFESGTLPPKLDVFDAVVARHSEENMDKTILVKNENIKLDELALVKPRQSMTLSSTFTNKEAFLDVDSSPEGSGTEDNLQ
OX1R antag = OX1R (HCRTR1) antagonists, primary screen, fluorescence, CHO/OX1R cells, Fluo-8 calcium, orexin A; Orexin/Hypocretin receptor type 1 (Homo sapiens), O43613; Fluo-8 calcium fluorescence; inhibition, % at 5 µM; actives 0.43% (n = 330,000); AID 434989, 2010;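 active means inhibition above its plate's threshold, mean inhibition of all tested compounds on the plate plus 3 SD, cut at about 37% in these data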;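 further: 0% = orexin A challenge wells and 100% = SB-334867-A antagonist wells; not every result past the cut was called active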
Target sequence (O43613 whole entry, looked up): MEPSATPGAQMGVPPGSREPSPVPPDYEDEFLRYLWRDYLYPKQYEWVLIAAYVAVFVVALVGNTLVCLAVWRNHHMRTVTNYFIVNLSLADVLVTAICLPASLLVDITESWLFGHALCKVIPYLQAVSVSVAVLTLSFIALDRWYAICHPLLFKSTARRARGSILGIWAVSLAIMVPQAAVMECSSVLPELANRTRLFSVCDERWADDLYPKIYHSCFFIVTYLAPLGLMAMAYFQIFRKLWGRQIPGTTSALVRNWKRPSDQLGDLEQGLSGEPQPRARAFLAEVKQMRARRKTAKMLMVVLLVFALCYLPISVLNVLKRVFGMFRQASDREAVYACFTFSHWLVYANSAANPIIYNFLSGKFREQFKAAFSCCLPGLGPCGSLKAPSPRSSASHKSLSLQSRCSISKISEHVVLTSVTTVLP
Starred values were filed as active, the others as inactive; i = inactive; . = no result given.

SMILES	CHT PAM	OX1R antag
CN(C)S(=O)(=O)c1ccc(C(=O)NCCS(=O)(=O)N2CCN(c3ccc(F)cc3)CC2)cc1	i	-35
CCc1cccc2c(C(=O)CSc3nnc(C4CC4)o3)c[nH]c12	.	-6
CC(C)c1ccc(CCNC(=O)c2cccc(S(=O)(=O)N3CCN(C)CC3)c2)cc1	i	-41
CCOC(=O)N1CCN(S(=O)(=O)c2cccs2)CC1	i	-3
CCC(C(=O)O)n1c2ccccc2c2cn[nH]c(=O)c21 (stereo not given)	i	8
O=C(O)C1CCN(c2nc(-c3ccccc3)nc3c2oc2ccccc23)CC1	i	9
CS(=O)(=O)Nc1ccc(C(=O)Nc2ccc3c(c2)OCCO3)cc1	i	4
Cc1ccc(-c2ccc(C(=O)NCCCNC(=O)c3cnccn3)o2)cc1Cl	i	-17
CCc1c(C)nc(SCC(=O)N2CCCCC2C)[nH]c1=O (stereo not given)	i	-1
N/C(=N\OC(=O)c1ccccc1Cl)c1ccncc1	i	-25
COc1ccc(S(=O)(=O)N(C)CC(=O)N2CCCCCC2)cc1OC	i	-16
Cc1ccc(C(C)C)c(OCCN2C(=O)NC(C)(C)C2=O)c1	i	-20
CC(=O)C1=C(O)C(=O)N(CCNCCO)C1c1ccccc1 (stereo not given)	i	-22
O=C(COc1cccc(C(F)(F)F)c1)Nc1ccccc1N1CCCCC1	i	-7
COc1ccc(CN2CCNC(=O)C2CC(=O)NCc2ccc(C)s2)c(OC)c1 (stereo not given)	i	-17
COC(=O)c1cc(S(=O)(=O)Nc2nn(C)c3cccc(F)c23)oc1C	i	6
CCOC(=O)c1cnc2ccc(C)cc2c1NCCN1CCOCC1	i	-7
CC(=O)c1cccc(N(CC(=O)Nc2ccc(F)cc2F)S(C)(=O)=O)c1	i	3
CCC(=O)c1ccc(OCC(=O)OCC(=O)c2cc(C)n(C)c2C)cc1	i	-28
O=C1C2CC(O)CN2C(=O)N1c1ccccc1 (stereo not given)	i	8

Sorted by the number under OX1R antag (low to high): 4 from the list above
SMILES | OX1R antag
CN(C)S(=O)(=O)c1ccc(C(=O)NCCS(=O)(=O)N2CCN(c3ccc(F)cc3)CC2)cc1 | -35
CC(=O)C1=C(O)C(=O)N(CCNCCO)C1c1ccccc1 (stereo not given) | -22
CCc1cccc2c(C(=O)CSc3nnc(C4CC4)o3)c[nH]c12 | -6
CCC(C(=O)O)n1c2ccccc2c2cn[nH]c(=O)c21 (stereo not given) | 8

New compounds follow
SMILES	CHT PAM	OX1R antag
Cc1cccc(C(=O)O[C@H]2[C@H](C)NS(=O)(=O)[C@H]3CC4C=C[C@]23O4)c1	.	-3
CCOc1ccc2[nH]cc(S(=O)(=O)c3ccc(F)cc3)c(=O)c2c1	i	-21
Cc1ccc(S(=O)(=O)CCC(=O)OCc2ccccc2)cc1	i	-13
O=C(CSc1ccc(Cl)cc1)Nc1ccccc1N1CCN(C(=O)c2ccccc2)CC1	i	-40
O=C(CC12CC3CC(CC(C3)C1)C2)N1CCN(S(=O)(=O)c2cccs2)CC1	i	-26
CCOC(=O)c1sc(=S)n(-c2ccc(Cl)cc2)c1SC	i	-18
CCC1(C(=O)c2ccccc2)C2c3cc(Br)ccc3OC(=O)C21C(=O)N1CCOCC1 (stereo not given)	i	-28
COC(=O)CCSCC(=O)N1N=C(c2ccc(Br)cc2)CC1c1cccc(OC)c1OC (stereo not given)	i	-18
Nn1c(SCc2ccccc2F)nnc1-c1ccncc1	i	-1
COc1ccc(S(=O)(=O)N2CCOC23CCN(C(=O)c2ccc(Cl)cc2Cl)CC3)cc1	i	-18
O=C(Nc1nccs1)C1CCN(S(=O)(=O)c2ccc3c(c2)OCCCO3)CC1	i	-2
COc1ccc(NC(=O)NC2(C(=O)N3CCN(C)CC3)CCCCC2)cc1	i	8
COc1ccc2oc(=O)c(C(=O)NCc3ccc(F)cc3)cc2c1	i	-21
O=C1C(=O)N(c2ccccn2)C(c2cccc([N+](=O)[O-])c2)/C1=C(/O)c1ccc(Br)cc1 (stereo not given)	i	-19
Cc1ccc(S(=O)(=O)NC(C)C(=O)NC2CCCCCC2)cc1 (stereo not given)	i	-36
Cc1cc(C(=O)CN2CCCC(C)C2)c(C)n1-c1ccc(F)cc1 (stereo not given)	i	-14
O=C(Nc1cccc([N+](=O)[O-])c1)ONC1=NCCCCC1	i	-4
CC(Sc1nnc(NC(=O)c2cc3ccccc3oc2=O)s1)c1ccccc1 (stereo not given)	i	-12
Cc1ccc(-n2nnnc2SCC(=O)NC2CC2)cc1C	i	-14
CSc1ccc(CN2CCN(C(C)C)C(CCO)C2)cc1 (stereo not given)	i	1

Shown with bars between the fields: two of the compounds above.
structure | CHT PAM | OX1R antag
Cc1cc(C(=O)CN2CCCC(C)C2)c(C)n1-c1ccc(F)cc1 (stereo not given) | i | -14
COC(=O)CCSCC(=O)N1N=C(c2ccc(Br)cc2)CC1c1cccc(OC)c1OC (stereo not given) | i | -18

Single entries from the results shown:
`O=C(Nc1cccc([N+](=O)[O-])c1)ONC1=NCCCCC1` – OX1R antag: -4
`O=C1C(=O)N(c2ccccn2)C(c2cccc([N+](=O)[O-])c2)/C1=C(/O)c1ccc(Br)cc1` (stereo not given) – OX1R antag: -19

Remaining list, next part:
SMILES	CHT PAM	OX1R antag
Cc1cc2ncc(C(=O)Nc3ccsc3C(=O)O)c(C)n2n1	i	-12
O=C1N[C@@H](Cc2ccccc2)C(=O)N2[C@@H]3N(S(=O)(=O)c4ccccc4)c4ccccc4[C@]3(Br)C[C@@H]12	i	-33
COc1ccc(C2(O)CCN(CC(=O)Nc3nccs3)CC2)c(OC)c1	i	-14
Cc1c(NCc2cc(Cl)cc(Cl)c2O)c(=O)n(-c2ccccc2)n1C	i	-30
O=C(O)C1CCN(C(=O)COc2ccc3c4c(c(=O)oc3c2)CCC4)CC1	i	-3
CC(C)c1ccc(OCc2ccc(C(=O)O)o2)cc1	i	-2
Cn1c(Cl)c(/C=N/OC(=O)c2cccc(Cl)c2)c2ccccc21	i	-18
Cc1cccc(NC(=O)C2CCN(S(=O)(=O)c3ccc4c(c3)NC(=O)CO4)CC2)c1C	i	-7
COc1ccc(S(=O)(=O)NCC2CCCN(Cc3cn(C)nc3C)C2)cc1 (stereo not given)	i	-61
COc1ccc(C2SCC(=O)N2c2c(C)n(C)n(-c3ccccc3)c2=O)cc1OC (stereo not given)	i	2
O=C(NC(=S)NC1CCSC1=O)c1cccc([N+](=O)[O-])c1 (stereo not given)	i	-10
Cc1cc(NC(=O)Nc2cc(F)ccc2C)n(C)n1	i	-1
C=CC[C@@H](CC(=O)N(CCO)Cc1ccccc1)C(=O)N[C@H](COC(=O)[C@@H](CC=C)CC(=O)OC(C)(C)C)Cc1c[nH]c2ccccc12	.	24
Cc1ccccc1SCC(=O)NNC(=O)c1ccncc1	.	-4
COc1ccc(C(=O)N2N=C(c3cccc(OC)c3)CC2(O)C(F)(F)F)cc1 (stereo not given)	i	-51
Cc1cccc(C)c1OCC(O)CNS(=O)(=O)c1ccccc1C(=O)N1CCCCC1 (stereo not given)	i	-11
O=C(CCCN1C(=O)c2ccccc2C1=O)N1CCOCC1	i	-1
COc1ccccc1C1(CC(=O)Nc2nccs2)CCOC(C(C)C)C1 (stereo not given)	i	-33
O=C(COC(=O)CCC(=O)c1ccc(F)cc1)NC1CCCCC1	.	-23
O=S(=O)(c1ccccc1)[C@@]1(c2ccc(Br)cc2)C[C@@H]2ON=C(c3ccccc3)[C@@H]2C1	i	-44
COc1ccc(NC(=S)N2CCCN(Cc3cccc(Cl)c3)C2)cc1	i	-10
Cc1ccc(Nc2c(-c3ccco3)nc3nc(C)cc(C)n23)cc1	i	-33
CCC(C)NCCCOc1c(C)cc(C)cc1Br (stereo not given)	i	3
Cc1ccc2c(c1)C(=O)CC(O)(C(F)(F)F)O2 (stereo not given)	i	-1
CC1=CCC2C(=O)N(c3cccc(C(=O)Nc4ccc(Cl)cc4)c3)C(=O)C2C1 (stereo not given)	i	-3
CCOc1ccc(OCC)c(NS(=O)(=O)c2ccc3c(c2)n(C)c(=O)c(=O)n3C)c1	i	-17
NC(=O)NC(=O)C(c1ccccc1)N1CCN(S(=O)(=O)Cc2ccccc2)CC1 (stereo not given)	.	-6
CC(C)(C)OC(=O)N1CCC(NC(=O)c2[nH]cnc2C(=O)Nc2ccon2)CC1	.	-5
CCN(CC)C(=O)c1cc([N+](=O)[O-])cc2c1-c1ccc([N+](=O)[O-])cc1C2=C(C#N)C#N	i	-27
COc1ccc(OC)c(S(=O)(=O)NCc2cn3c(C)csc3n2)c1	i	-3
Cc1cccc(NS(=O)(=O)c2ccc(C(=O)NCC(c3ccco3)N3CCCCC3)cc2)c1C (stereo not given)	i	-16
O=C(O)CSC(=S)N1CCCCC1	i	-5
O=C(CSc1n[nH]c(=O)[nH]c1=O)N/N=C/C=C\c1ccccc1	i	-4
COC(=O)c1ccc(NC(=O)CSc2nnc(-c3ccccc3Br)n2-c2ccccc2)cc1	i	-28
O=C(c1c[nH]c(C(=O)C(Cl)(Cl)Cl)c1)c1ccccc1F	i	-13
C=CCN1C(=O)C2(/C(=C(\O)c3ccc4c(c3)OCCO4)C(=O)C(=O)N2CCCOC)c2ccccc21 (stereo not given)	i	11
CC(C)NC(=O)C(=O)NCC(c1ccc2c(c1)OCO2)N1CCOCC1 (stereo not given)	i	-8
CCCOc1ccc(NC(=O)c2cc3cc(C)ccc3[nH]2)cc1	i	-7
COc1ccc(C2=NOC(C)(c3nnc(-c4ccccc4)o3)C2)cc1 (stereo not given)	i	-6
CN(C)CCCn1c(NCc2ccc3c(c2)OCO3)nc2ccccc21	i	-17
COc1ccc(C(=O)/C=C/c2ccc(N3CCCCC3)c([N+](=O)[O-])c2)c(OC)c1	i	-24
O=C(O)CC12C[C@H]3C[C@@H](C1)CC(n1ncc(N4CCN(c5ccccc5)CC4)c(Cl)c1=O)(C3)C2	i	5
Cc1ccc(C)c(S(=O)(=O)N2CCCOC2CNC(=O)C(=O)NCCC2=CCCCC2)c1 (stereo not given)	i	-1
CCCCc1c(O)c2cccc3c2n(c1=O)CCC3	i	-3
CCn1cc(/C=N\NC(=O)c2ccc3c(c2)c(C)c(C)n3Cc2ccccc2)c(C)n1	i	-19
Cn1c(SCc2ccc([N+](=O)[O-])cc2)nc2c(c1=O)SCC2	i	-17
Cc1ccc(C(=O)NC2CCN(C(=O)Nc3ccccc3)CC2)cc1	i	-22
C[C@H]1CN([C@@H](C)CO)C(=O)Cc2cc(NC(=O)C3CC3)ccc2O[C@H]1CN(C)Cc1ccc(Oc2ccccc2)cc1	.	-17
CCOC(=O)Cc1csc(NC(=O)CSc2nc(C)cc(C)n2)n1	.	-16
O=C(CCN1CCCCC1)NNC(=O)C12CC3CC(CC(C3)C1)C2	i	-6
COc1ccc(C2CCCCCN2Cc2nc3ccccc3c(=O)n2CC(N)=O)cc1 (stereo not given)	i	-32
O=C(Cc1ccccc1)Nc1nnc(-c2ccco2)s1	i	-26
Cc1cc(C)c(C)c(OCCCCN2CCCCC2)c1	i	-13
O=C(Nc1ccccc1Cl)N1CCn2c(nc3ccccc32)C1	i	-20
CC(=O)COc1coc(CN2CCN(c3ccc(F)cc3)CC2)cc1=O	i	-7
Cc1ccc(NC(=S)NNC(=O)c2cccc([N+](=O)[O-])c2)cc1Cl	i	-15
COc1ccc(-n2cc(CNCCCN3CCCC3=O)c(-c3ccccc3Cl)n2)cc1	6.3*	-17
O=C(Cn1nnc(-c2cccs2)n1)NCc1ccco1	i	-3
COc1cc(OC)c(OC)cc1/C=C/c1cc(C(F)(F)F)[nH]c(=O)n1	i	12
CN=C1CC(C)(C)CC(=O)/C1=C(/O)CCCN1C(=O)c2ccccc2C1=O	i	-11
(more compounds)
SMILES	CHT PAM	OX1R antag
CCCn1c(N)c(C(=O)CSc2nnc(C3CC3)n2Cc2ccccc2)c(=O)n(C)c1=O	.	-13
O=C(CCSc1ccc(Cl)cc1)c1cccs1	i	4
CCOc1ccc(/C=C2\SC(=S)N(C)C2=O)cc1OC	i	-15
CSc1nc2ccc(NC(=O)c3ccc(F)c(F)c3)cc2s1	i	-23
Cc1ccc(CC(=O)Nc2ccc(Cl)cn2)cc1	i	-16
O=C(/C=C/c1cccc([N+](=O)[O-])c1)NCCSc1ccccc1	i	3
COC(=O)[C@@]12CCCN1[C@H](c1ccc(-c3ccccc3)cc1)[C@H]1C(=O)N(C)C(=O)[C@H]12	i	-16
O=C(Cc1ccccc1)NNC(=O)C1CCN(c2ncccn2)CC1	i	-19
COc1ccc(C(=O)c2sc(Nc3cccc(OC)c3)c(C(=O)Nc3cccc(C)c3C)c2N)cc1	i	29
Cc1ccccc1-n1c(Cn2c(=O)sc3ccccc32)nnc1SCC(=O)N1CCCC1	i	-11
CCCC(=O)Nc1ccccc1NC(=O)CCC	i	-11
CCC(=O)N1N=C(c2ccc(C)o2)CC1c1ccc(Br)cc1 (stereo not given)	i	-20

Part of the list above, with each value named:
> C=CC[C@@H](CC(=O)N(CCO)Cc1ccccc1)C(=O)N[C@H](COC(=O)[C@@H](CC=C)CC(=O)OC(C)(C)C)Cc1c[nH]c2ccccc12
  CHT PAM: .
  OX1R antag: 24

> Cc1ccccc1SCC(=O)NNC(=O)c1ccncc1
  CHT PAM: .
  OX1R antag: -4
